Polio RdRp inh – inhibitors of poliovirus RNA polymerase binding and polymerization | % elongation, % (compound at 16.7 µg/mL) | poliovirus polymerase elongation, fluorescence polarization; stronger effect = lower value | hit rate 0.66% among 150,000 | P03300 | AID 588519; in the data active = % elongation below about 90%; note: some results filed as inactive read as strong as hits
Target sequence (P03300 1749-2209 limits assumed): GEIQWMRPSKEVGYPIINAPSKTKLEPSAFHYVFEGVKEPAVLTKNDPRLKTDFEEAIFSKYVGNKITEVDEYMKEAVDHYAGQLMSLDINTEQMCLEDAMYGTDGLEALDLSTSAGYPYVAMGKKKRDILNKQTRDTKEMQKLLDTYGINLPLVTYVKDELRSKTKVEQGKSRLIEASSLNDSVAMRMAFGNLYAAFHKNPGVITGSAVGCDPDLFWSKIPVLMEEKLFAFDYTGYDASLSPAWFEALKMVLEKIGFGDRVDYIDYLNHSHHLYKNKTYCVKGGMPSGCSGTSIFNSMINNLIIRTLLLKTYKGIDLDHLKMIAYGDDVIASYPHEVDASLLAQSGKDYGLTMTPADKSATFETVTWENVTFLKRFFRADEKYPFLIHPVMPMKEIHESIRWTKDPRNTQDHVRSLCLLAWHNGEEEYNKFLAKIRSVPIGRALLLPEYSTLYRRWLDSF
Polio RdRp inh FP z-score – also measured in Polio RdRp inh; calls as there; z-score; measured here: FP z-score; hits read low
* hit, by the source's call. Only part of the results is shown; count on the stated rates, not on these rows.

smiles	Polio RdRp inh	Polio RdRp inh FP z-score
Cn1nc(C(=O)Nc2nccs2)ccc1=O	98	-0.6
COc1ccc2c(c1)c(=O)c(S(=O)(=O)c1ccc(Cl)cc1)cn2Cc1cc(C)ccc1C	102	-0.8
CC(C)C(NC(=O)c1ccccc1)C(=O)N1CCN(C/C=C/c2ccccc2)CC1 (stereo unspecified)	98	-0.2
CN(C(=O)Cn1c(=O)n(Cc2ccc(C(=O)NCc3ccco3)cc2)c(=O)c2sccc21)c1ccccc1	100	-0.2
C=C(C)COc1ccc(/C=C(/NC(=O)c2ccccc2)C(=O)O)cc1OC	102	0.2
O=C(O)/C=C1\C(=O)Nc2ccccc21	101	-0.5
COc1ccc(NS(=O)(=O)c2c(C)nc3sccn3c2=O)cc1Cl	105	1.2
CSc1nc2c(=O)n(C)c(=O)n(C)c2n1C	103	0.3
CCC(=O)c1cn(Cc2ccccc2C#N)c2ccccc12	106	0.4
O=C(CSc1ccccc1)Nc1ccc2[nH]c(=O)[nH]c2c1	103	0.9
COc1ccc(CNC(=O)C2CCCN2)cc1OC (stereo unspecified)	102	0.3
Cc1ccc(C(=O)c2ccc(C)c(C)c2)cc1C	102	0.1
Cn1nnn(CN2CCc3ccccc3C2)c1=S	105	0.1
OC(c1ccccc1)(c1ccccc1)C1CCN(C(=S)NCCc2ccccc2)CC1	105	0.8
Cc1nc(C)c(-c2ccn(C(=O)Nc3c(-c4c(Cl)cccc4Cl)noc3C)n2)s1	105	0.8

An excerpt of these results, field by field:
O=C(CSc1ccccc1)Nc1ccc2[nH]c(=O)[nH]c2c1
  Polio RdRp inh = 103; Polio RdRp inh FP z-score = 0.9

COc1ccc(CNC(=O)C2CCCN2)cc1OC (stereo unspecified)
  Polio RdRp inh = 102; Polio RdRp inh FP z-score = 0.3

Going on with the list:
smiles	Polio RdRp inh	Polio RdRp inh FP z-score
Cc1cc(C(=O)COC(=O)c2cc(S(=O)(=O)N(C)C)ccc2N2CCCC2)c(C)n1C1CC1	106	0.6
Cc1ccc(NC(=O)CSc2nc(-c3ccc(F)cc3)cc(C(F)(F)F)c2C#N)cc1	107	0.4
COCC(=O)N(CCc1ccccc1)Cc1cc2cccc(C)c2n2nnnc12	102	0.3
S=c1[nH]c2c(n1-c1ccccc1)CCCC2	100	0
Cc1ccc(C2CC(=O)C=C(Nc3ncn[nH]3)C2)cc1 (stereo unspecified)	104	0.7
COC(=O)c1cccc(NC(=O)Cc2csc(C)n2)c1	101	-0.2
CCN(CC)c1ccc(NC(=O)c2c(C)nn(-c3ccc(F)cc3)c2-n2cccc2)c(C)c1	106	-0.3
Cc1ccc(-c2ccc(=O)n(CC(=O)NCCc3ccc(Cl)cc3)n2)cc1	112	0.3
Cc1cc(C)n(-c2ncnc3scc(-c4ccccc4Cl)c23)n1	106	0.4
CN1c2ccccc2-c2nc(SCC(=O)Nc3ccccc3)ncc2S1(=O)=O	103	0.1
CCOC(=O)c1ccc(Nc2nc(Nc3ccc(C(=O)OCC)cc3)nc(N3CCOCC3)n2)cc1	104	0.2
CCN(CC)c1nn2c(=O)c(C(=O)NCCc3ccccc3)cnc2s1	105	0
O=C(NCCN1CCN(c2cccc(Cl)c2)CC1)C1COc2ccccc2C1 (stereo unspecified)	106	-0.1
CCc1ccc(NC(=O)N2CCC3(CC2)OCCO3)cc1	103	0.6
COc1ccc(S(=O)(=O)NCC(c2ccc(N(C)C)cc2)N2CCc3ccccc32)cc1OC (stereo unspecified)	107	0.3
CS(=O)(=O)N1CCN(C(=O)COc2ccc(F)c(Cl)c2)CC1	102	1.1
N#Cc1cc2c(cc1C#N)N1CCCc3cccc(c31)O2	82	-4.1
O=C(NCCO)c1ccc(OC2OCCOC2Oc2ccc(C(=O)NCCO)cc2)cc1 (stereo unspecified)	104	0.3
Cc1c(C(=O)OC2CCC(C)CC2)[nH]c2c1C(=O)CC(c1ccc(F)cc1)C2 (stereo unspecified)	102	-0.8
Cc1ccc(NC(=O)NCCC(C)C)cc1NC(=O)NCCC(C)C	101	-0.4
O=S(=O)(c1ccccc1)N1CCC(c2nc(-c3ccccc3)no2)CC1	102	-0.2
CCCCSc1nnc(-c2ccco2)n1N	102	-0.2
CC1=C(c2ccc(C)c(C)c2)S(=O)(=O)N=C1N1CCC(C(=O)NCCc2ccc(Cl)cc2)CC1	114	1.1
O=C(NC1CCCCC1)c1ccc2ccccc2n1	102	0.1
Cc1ccc(OCc2n[nH]c(=S)n2C2CCCCC2)cc1	106	1.3
NC(=O)c1cc(NC(=O)COC(=O)C2CCCCC2)cc(C(N)=O)c1	101	-0.3
O=S(=O)(c1ccc2c(c1)CCN2)N1CCCCCC1	104	-1
[O-]/[N+](=C/c1ccc(F)cc1)c1ccccc1	100	0
O=C1Nc2ccccc2C1(O)C/C(=N/O)c1ccc2c(c1)OCCO2 (stereo unspecified)	105	0.8
O=C(CCc1nc2ccccc2n1-c1ccccc1)NCCO	100	0

Molecules from the list above that have an aryl thioether with sulfur outside any ring (5):
smiles	Polio RdRp inh	Polio RdRp inh FP z-score
CSc1nc2c(=O)n(C)c(=O)n(C)c2n1C	103	0.3
O=C(CSc1ccccc1)Nc1ccc2[nH]c(=O)[nH]c2c1	103	0.9
Cc1ccc(NC(=O)CSc2nc(-c3ccc(F)cc3)cc(C(F)(F)F)c2C#N)cc1	107	0.4
CN1c2ccccc2-c2nc(SCC(=O)Nc3ccccc3)ncc2S1(=O)=O	103	0.1
CCCCSc1nnc(-c2ccco2)n1N	102	-0.2

4 entries from above, with two lines to a compound.
Fields – Polio RdRp inh	Polio RdRp inh FP z-score
> COc1ccc2c(c1)c(=O)c(S(=O)(=O)c1ccc(Cl)cc1)cn2Cc1cc(C)ccc1C
 : 102	-0.8
> CC(C)C(NC(=O)c1ccccc1)C(=O)N1CCN(C/C=C/c2ccccc2)CC1 (stereo unspecified)
 : 98	-0.2
> CN(C(=O)Cn1c(=O)n(Cc2ccc(C(=O)NCc3ccco3)cc2)c(=O)c2sccc21)c1ccccc1
 : 100	-0.2
> C=C(C)COc1ccc(/C=C(/NC(=O)c2ccccc2)C(=O)O)cc1OC
 : 102	0.2

Later entries
smiles	Polio RdRp inh	Polio RdRp inh FP z-score
CCCCC(=O)Nc1ncc(Br)s1	104	2
CCn1c(CN2CCCCC2)nc2cc(NC(=O)COc3ccc([N+](=O)[O-])cc3)ccc21	101	-0.2
O=C(Nc1c(C(=O)N2CCOCC2)oc2ccccc12)c1cccc(F)c1	102	0.6
O=C(OCC(=O)N(C1CCCCC1)C1CCCCC1)c1ccc(Br)o1	103	0
O=C1CCN(C(=O)c2ccc(-c3cccc(C(F)(F)F)c3)o2)CC1	102	0
O=C(Cn1cc(C(=O)c2ccco2)c2ccccc21)Nc1ccccc1Cl	106	0.2
O=C(OCC(=O)N1CCc2ccccc2C1)c1ccc(F)cc1Cl	101	-0.1
COC(=O)C1Cc2ccccc2CN1Cn1nc(-c2ccco2)n(-c2ccccc2)c1=S (stereo unspecified)	101	-0.5
Cc1nn(-c2ccccc2)c(Cl)c1/C=C/C(=O)O	108	0.6
COc1ccc(CN(CC(=O)NC2CCCC2)C(=O)Cn2nnc(-c3ccc(OC)cc3)n2)cc1	102	-0.1
COc1ccc(CNC(=O)c2ccc3c(c2)NC(=O)C(CS(=O)(=O)Cc2ccccc2Cl)N3)cc1 (stereo unspecified)	147	3.4
Cc1ccc(-c2nc3cccc(C)n3c2Nc2ccc3c(c2)OCO3)o1	105	0
CCC(C)N(C(=O)NC1CCCCC1)C(C)CC (stereo unspecified)	101	-0.3
CN(C)c1ccc(C(=S)N2CCN(C(c3ccccc3)c3ccccc3)CC2)cc1	103	0.4
Cc1cccc(NC(=O)CS(=O)(=O)c2cn(C)c3ccccc23)c1	100	-0.5
O=C(CSC1CCCCC1)NCc1ccccc1	100	0.1
CCCCCn1c(=O)c2ccccc2n2c(Cn3ncc(Cl)c(Cl)c3=O)nnc12	103	-1
CCOC(=O)c1ccccc1NC(=O)N1CCN(Cc2cc(=O)n3nc(-c4ccccc4)sc3n2)CC1	112	1.1
CCOc1ccccc1NC(=O)CCc1c(C)nn(-c2ccc(N3CCOCC3)nn2)c1C	101	-1.2
COC(=O)C(C)NC(=O)C12CC3(C)CC(C)(CC(C)(C3)C1)C2 (stereo unspecified)	103	0.3
CC(c1ccco1)N(C(=O)COc1ccc(Cl)cc1)c1ccccn1 (stereo unspecified)	103	0
Cc1cc(C)c2c(c1)CC(C)(C)c1[nH]c(-c3ccccc3)nc1-2	99	-0.5
CCC(C)NC(=O)CCn1c(=O)sc2ccccc21 (stereo unspecified)	100	0
COc1cc(C(=O)N2CCN(CCc3ccccn3)CC2)cc(OC)c1OC	108	0.1
CN1CCN(c2c(N)cccc2Cl)CC1	104	0.7
O=c1cc[nH]c2c(Cl)c(Cl)ccc12	103	0.2
CCn1ccnc1P(=O)(c1ccccc1)N1CCOCC1 (stereo unspecified)	105	0.3
Cc1cc(NC(=O)c2cc(-c3ccc(F)cc3)no2)nn1CC(=O)N1CCC(C)CC1	100	-0.5
O=C(Cc1ccccc1)Nn1cnc2ccccc21	103	0.2
Cc1c(C(=O)Nc2cccc(Cl)c2)oc2ccc(S(=O)(=O)N3CCOCC3)cc12	113	0.7
CNC(=S)NNc1ncccc1-n1cccc1	100	-0.6
CCOc1ccc(-c2cc(C(=O)NCCc3ccccc3)c3c(-c4ccc(C)cc4)[nH]nc3n2)cc1	115	0.6
COC(=O)C1CN(C(=O)/C=C/c2ccccc2)c2ccccc2O1 (stereo unspecified)	102	-0.4
CCc1nc2ccc(NC(C)=O)cc2c(=O)n1Cc1ccccc1	104	0.6
CCc1c(C)sc2c1CCN(C(=O)Nc1ccccc1C(=O)OC)C2c1ccc(OC)cc1 (stereo unspecified)	111	1
CCOc1ccc(CNC(=O)C2CCCN(c3nn4cc(-c5ccc(F)cc5)nc4s3)C2)cc1 (stereo unspecified)	106	-0.3
C=CCNC(=O)c1cc2c(=O)n3cccc(C)c3nc2n(CCN2CCOCC2)c1=N	102	0.1
COc1cccc(NC(=O)Cn2cc(C(=O)c3ccco3)c3ccccc32)c1	109	0.7
O=C(Nc1csnc1-c1c(Cl)cccc1Cl)NN1CCCCC1	108	0.5
N#CCOc1nc(N2CCCCC2)nc(N2CCCCC2)n1	99	-0.3
Cc1cccn2c(=O)c3cc(C(=O)NCCN4CCOCC4)c(=N)n(CCCN4CCOCC4)c3nc12	103	0.3
COC(=O)c1ccc(NC(=O)CC(C)CC(=O)O)cc1 (stereo unspecified)	100	-0.5
Cc1cc2oc(C(=O)N(Cc3ccc(N(C)C)cc3)CC3CCCO3)c(C)c2cc1Cl (stereo unspecified)	113	0.9
CCn1c(SC(C)C#N)nnc1-c1cccs1 (stereo unspecified)	102	-0.1
N#Cc1c(C(F)(F)F)c2c([nH]c1=S)CCCC2	116	1.3
O=C(NCCc1csc(-c2cccc(F)c2)n1)c1cccs1	112	1.5
Cn1ncc2c(N3CCN(c4ccccc4)CC3)ncnc21	100	-0.2
COc1ccc(OCCCn2c(=O)oc3ccc(C)cc32)cc1	105	-0.4
CCc1ccc(-n2c(=O)c3c4c(sc3n(Cc3ccccc3C#N)c2=O)CCC4)cc1	104	-0.7
COc1ccc(C(=O)CSc2nnc(C)n2Cc2ccccc2)cc1OC	99	-0.3
CCc1ccccc1NC(=O)Nc1ccc2snnc2c1	111	0.7
CSc1nc2sc3c(c2c2nncn12)CCC(C(C)(C)C)C3 (stereo unspecified)	103	0.4
Cc1cnc(C(=O)Nc2ccc(C(=O)N(C)C3CCCCC3)cc2)cn1	103	0.4
O=C(Nc1cc(F)ccc1F)C1(c2ccc(F)cc2)CCCC1	102	0.1
COc1cc(NC(=O)C(F)(F)F)c(OC)cc1Br	102	0.4
COc1cccc(-c2cc(C(=O)Nc3cc(OC)c(OC)c(OC)c3)on2)c1	103	-0.6
Cc1ccc(S(=O)(=O)NC(=O)Nc2cccc(C(F)(F)F)c2)cc1	104	0.1
O=C1CCCC2=C1C(c1ccc(Br)cc1)n1nc(-c3ccco3)nc1N2 (stereo unspecified)	105	1
COc1cccc(/C=C/c2nc(C#N)c(NCCc3ccc(OC)c(OC)c3)o2)c1	112	0.8
CCc1nnc2c(NCCCN3CCN(c4ccccc4)CC3)nc3ccccc3n12	101	-0.1

The list goes on:
smiles	Polio RdRp inh	Polio RdRp inh FP z-score
CC1SC(c2ccc(Br)cc2)N(c2ccccc2)C1=O (stereo unspecified)	103	0
CCCn1c(SCC(=O)c2ccccc2)nc2ccccc21	99	-0.8
CCc1ccc2c(c1)c1nnc(SCC(=O)NC3CCCCC3C)nc1n2C (stereo unspecified)	101	-0.2
NC(=O)c1cc2ccccc2nc1C(N)=O	97	-0.8
CC(OC(=O)c1ccc(O)cc1)C(=O)Nc1cc(Cl)cc(Cl)c1 (stereo unspecified)	101	-0.6
Cc1ccccc1Cn1c(=O)n(CCCCCC(=O)NCc2ccc3c(c2)OCO3)c(=O)c2sccc21	112	1.2
Cc1ccc(C(=O)OC(C)C(=O)Nc2ccc(S(N)(=O)=O)cc2)s1 (stereo unspecified)	105	0.3
COc1ccc(CNc2ccc(C)c(C)c2)c(OC)c1OC	102	0.1
O=C(OCC1CCCN2CCCCC12)c1cc2nc(-c3ccco3)cc(C(F)(F)F)n2n1 (stereo unspecified)	102	-0.2
